# TRPV1 ag: human TRPV1 agonism; Q8NER1; TRPV1-expressing cells, Fluo-8 calcium influx, agonist mode; activation, % at 8.33 µM; hit rate 0.19% among 320,000; in the data active means activation above about 80%; inconclusive means between about 30% and that limit; further: 0% is about no effect
#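 Cells expressing TRPV1 were dye-loaded with Fluo-8 and read kinetically: 10 s baseline, 3 min after compound (agonist portion), then 2 min after EC20 capsaicin (allosteric enhancer portion). Calcium-bound dye fluorescence at 480/520 nm.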
# Integrin act MD: activates integrin-mediated alleviation for muscular dystrophy | alpha7betagal myoblasts, beta-gal FDG fluorescence, 48 h | Potency, µM (top dose mostly 38.3 µM), for inactives: top-dose activation, most hits filed as activators | hit rate 0.064% among 350,000 | AID 624291;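 further: potency means the concentration at half of the fitted maximal effect; 100% = response of the positive control SU9516; nearly all actives have a fitted effect of over 60% in size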
#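 alpha7betagal+/- myoblasts (passage 13, 250/well) treated 48 h at 37C with compounds at 1:260 dilution of DMSO stock. Lysed, then beta-galactosidase activity read as FDG fluorescence (ex 480/em 540) after 30 min, with pre-read for autofluorescence.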
# MLL CXXC-DNA inh: blocks binding of human MLL CXXC domain to DNA; Q03164; MLL-CXXC / FITC-HOXA9 DNA fluorescence polarization; Potency, µM (titrated, usually from 115 µM), for inactives: at the highest dose activity change, negative = inhibition, actives largely listed as inhibitors; hit rate 0.037% among 290,000; active means well fitted inhibition curve with a large enough effect in the polarisation, with a control signal flat, not every such curve was filed as active; inconclusive means small, poorly fitted or top-dose-only effect, or effect the other way, or a change in a side signal; inactive means no such curve, though single readings can be large or run the other way; the % refers to the polarisation; further: potency means the concentration at half of the fitted maximal effect
#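 Fluorescence polarization: 7 uM MLL-CXXC (stock) preincubated 5 min with compounds, then 50 nM fluorescein-HOX-A9 DNA (stock) added; 30 min ambient. Buffer 50 mM Tris-HCl pH 7.5, 50 mM NaCl, 1 mM DTT, 0.05% BSA.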
# Coupling enz: counter-screen for Giardia aldolase inhibitors: coupling enzyme system | coupling enzyme system counterscreen, AmpLite Red fluorescence | activity change, negative = inhibition, % at 58.2 µM, hits read low | hit rate 0.67% among 290,000 | AID 2472; in the data active means activity change below about -30%; further: on the % scale 0 is the no-effect control and ±100 the full control effect
#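 Counterscreen of the coupled detection system alone, without aldolase: glyceraldehyde-3-phosphate coupling enzymes plus AmpLite Red readout. Compounds at 57.5 uM final, 10 min RT preincubation, 20 min RT reaction, fluorescence 525/598 nm.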
# MBNL1-CUG inh: blocks human MBNL1 binding to CUG repeat RNA. Q9NR56. TR-FRET MBNL1-His/biotin-(CUG)12 binding, 665/545 ratio. Potency, µM (series often up to 57.5 µM), without a hit: at the top dose activity change, negative = inhibition, hits mostly inhibitors. hit rate 0.036% among 280,000; active means well fitted inhibition curve with a large enough effect in the signal ratio, with a control signal flat, not every such curve was filed as active; inconclusive means small, poorly fitted or top-dose-only effect, or effect the other way, or a change in a side signal; inactive means no such curve, though single readings can be large or run the other way; the % refers to the signal ratio; further: potency means the concentration at half of the fitted maximal effect; on the % scale 0 is the no-effect control and ±100 the full control effect
#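 MBNL1-His + Biotin-(CUG)12, cpd titration 92 nM–58 uM; Tb anti-His Ab 0.055 ng/ul, SA-XL665 5 nM (final); 60 min RT; ratiometric 665/545 nm, Ex 340 nm; normalized to buffer and full-complex controls.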
# S-ASM inh: human S-ASM enzyme inhibition; P17405; placental ASM, HMU-PC fluorogenic substrate, 60 min; Potency, µM (highest dose often 57.5 µM), inactives show top-dose activity change, negative = inhibition, usual class: inhibitors; hit rate 0.006% among 340,000; AID 504937; further: potency means the concentration at half of the fitted maximal effect
# Target sequence (P17405 47-631 limits assumed): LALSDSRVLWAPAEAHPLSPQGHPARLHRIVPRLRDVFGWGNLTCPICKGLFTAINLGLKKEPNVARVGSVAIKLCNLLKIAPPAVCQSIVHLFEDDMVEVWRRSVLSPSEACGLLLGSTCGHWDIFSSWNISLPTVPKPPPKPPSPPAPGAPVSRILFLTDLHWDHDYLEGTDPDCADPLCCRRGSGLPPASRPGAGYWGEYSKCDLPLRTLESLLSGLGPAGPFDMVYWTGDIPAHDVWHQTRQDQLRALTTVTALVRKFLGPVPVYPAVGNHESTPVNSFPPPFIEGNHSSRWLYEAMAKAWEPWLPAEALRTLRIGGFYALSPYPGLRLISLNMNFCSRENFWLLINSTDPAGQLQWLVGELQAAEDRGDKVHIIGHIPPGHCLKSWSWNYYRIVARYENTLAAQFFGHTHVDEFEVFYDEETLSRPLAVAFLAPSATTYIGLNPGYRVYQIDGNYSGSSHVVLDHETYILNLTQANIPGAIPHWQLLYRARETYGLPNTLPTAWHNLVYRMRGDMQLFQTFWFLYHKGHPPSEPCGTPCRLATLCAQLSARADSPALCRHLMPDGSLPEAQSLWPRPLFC
#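 qHTS format. ASM enzyme prepared from human placenta hydrolyses the fluorogenic substrate HMU-PC0 (9 uM final) over 60 min at 37 °C after a 10 min compound preincubation.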
# KCNH2 3.1 inh: inhibitors of human KCNH2 3.1 potassium channel isoform. U2OS KCNH2 3.1, thallium flux FluxOr; hits give low values. activity change, % (tested at about 1.8 µM). hit rate 0.95% among 340,000. AID 720553;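 active means maximum activity change below -70%; inconclusive means maximum activity change from -70% to -50%; inactive means maximum activity change above -50%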;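 further: thallium influx rate constant from kinetic fluorescence after stimulation buffer; on the % scale 0 is the no-effect control and ±100 the full control effect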
#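 Steps: virus added to U2OS suspension (4 h, RT, dark); medium with 10% FBS added, cells plated, 37 C overnight; FluxOr/Red40 loading buffer 45 min RT; stimulation buffer, 2 min kinetic read; rate constant normalized.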
# GALK inhibitor: galactokinase (human) inhibition; Purified GALK, Kinase-Glo residual ATP luminescence; Potency, µM (top dose mostly 57.5 µM), for the others: top-dose activity change, negative = inhibition, most hits filed as inhibitors; hit rate 0.007% among 270,000; AID 1868; further: potency means the concentration at half of the fitted maximal effect; on the % scale 0 is the no-effect control and ±100 the full control effect
# Target sequence (P51570 whole entry, looked up): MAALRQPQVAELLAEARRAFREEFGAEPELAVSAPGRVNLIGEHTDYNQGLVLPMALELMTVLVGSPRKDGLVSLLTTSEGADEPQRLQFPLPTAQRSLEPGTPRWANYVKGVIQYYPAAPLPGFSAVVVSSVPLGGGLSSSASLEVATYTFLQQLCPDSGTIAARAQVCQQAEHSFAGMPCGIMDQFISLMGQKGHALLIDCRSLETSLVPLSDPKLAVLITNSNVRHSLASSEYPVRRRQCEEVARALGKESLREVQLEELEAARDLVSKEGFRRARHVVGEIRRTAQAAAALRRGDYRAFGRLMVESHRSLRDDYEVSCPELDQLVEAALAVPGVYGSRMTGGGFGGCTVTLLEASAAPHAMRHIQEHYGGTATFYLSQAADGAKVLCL
#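 GALK at 5 nM final was combined with compound, 35 uM ATP and 100 uM galactose in HEPES pH8.0 with MgCl2 and DTT. The reaction ran one hour at room temperature before luminescent ATP detection.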
# AT treatment: potential ataxia-telangiectasia treatments restoring KAP-1 phosphorylation | hit rate 0.19% among 320,000 | AID 485349 | Potency, µM (titrated, usually from 57.5 µM), for inactives: at the top dose activation, usual class: activators | […] A-T fibroblasts, KAP-1 phosphorylation AlphaLISA; neocarzinostatin DNA damage 30 min before lysis; further: potency means the concentration at half of the fitted maximal effect; % of control where 0% means no effect; nearly all actives have a fitted effect of over 45% in size
#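 ATM-like activity read as KAP-1 phosphorylation via AlphaLISA donor/acceptor antibody pairs after lysis and 6 hr at 25C. Cells were ATM-null patient fibroblasts ([…], hTERT), dosed 60 min, then exposed to the DSB inducer NCS for 30 min.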
# hERG WT inh: inhibitors of human wildtype KCNH2 potassium channel; U2OS, BacMam KCNH2, thallium flux FluxOr; hits give low values; activity change, % at 1.84 µM; hit rate 0.37% among 340,000; AID 720551;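 active means maximum activity change below -70%; inconclusive means maximum activity change between -70% and -50%; inactive means maximum activity change above -50%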; further: on the % scale 0 is the no-effect control and ±100 the full control effect
#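 U2OS cells transduced with wild-type KCNH2 virus are loaded with FluxOr dye for 45 min, and thallium flux is measured in kinetic reads before and after stimulation buffer. Rate constants are normalized to DMSO controls.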
# Active calls of the source: *; i = inactive; ? = inconclusive; . = not tested or not shown; [ ] = another dose, or the depositor's remark. Unless noted, the call rests on the fitted dose curve; in most records, active means well fitted curve in the direction sought with a large enough effect; inconclusive means small, poorly fitted or top-dose-only effect, or another doubt; inactive means no such curve, though single readings can be large; an effect the other way counts as inactive or inconclusive.
SMILES,TRPV1 ag,Integrin act MD,MLL CXXC-DNA inh,Coupling enz,MBNL1-CUG inh,S-ASM inh,KCNH2 3.1 inh,GALK inhibitor,AT treatment,hERG WT inh
COc1cccc(-n2c(SCC(=O)NCCc3ccccc3)nnc2-c2ccoc2C)c1,10,29%,0%,0,-5%,-1%,-21,1%,-8%,-5
CCOC(=O)c1ccc(NC2c3ccccc3C(=O)N2c2cccnc2)cc1 (configuration not stated),12,-17%,16%,5,-11%,4%,-3,0%,7%,2
Cc1cc2oc(=O)cc(COC(=O)Cn3cnnn3)c2cc1C(C)C,-1,0%[7.66 µM],7%,0,-12%,-2%,-9,1%,0%,7
COc1cc(OC)c(OC)cc1CNCc1ccco1,2,?,2%,2,-6%,6%,3,1%,-2%,-4
NS(=O)(=O)c1ccc(CCNC(=O)c2ccc(CS(=O)(=O)c3ccc(Br)cc3)o2)cc1,-1,10%,-3%,1,-5%,-1%,14,-5%,-3%,-4
NC(=O)NN=C1C2CCCC1C(c1ccccc1)NC2c1ccccc1 (configuration not stated),3,?,1%,-2,-7%,-4%,2,1%,5%,-3
CC(O)[C@@H](C(=O)N1CCNCC1)n1cc(CCCCN)nn1 (some centres not stated),-1,17%,-16%,1,0%,0%,2,2%,-14%,-22
CCC1(c2ccccc2)NC(=O)N(CC(=O)Nc2ccc(S(N)(=O)=O)cc2)C1=O (configuration not stated),3,?,1%,-2,-1%,5%,-13,0%,-2%,-9
O=S(=O)(c1ccccc1)N1CCc2ccccc2C1,9,-9%,1%,5,0%,7%,1,4%,7%,-8
Cc1c(O)c(CN2CCCCC2)cc2c3c(c(=O)oc12)CCC3,5,-8%[7.66 µM],-2%,0,11%,i,-10,-2%,5%,-8
Cc1ccc(COc2ccc(C(=O)NN)cc2)cc1,2,-19%,17%,1,-4%,-3%,-5,9%,-1%,-2
COc1ccc(/C(C)=N/NC(=O)C2CC2)cc1,5,44%,?,0,-1%,6%,-3,1%,-1%,4
CC(=O)Nc1ccc(S(=O)(=O)NCc2ccc(C(=O)NCc3ccc4c(c3)OCO4)cc2)cc1,1,-7%,-2%,4,-9%,-1%,19,-1%,-2%,-1
CCOc1ccc(-n2nc(C(=O)N3CCN(CC)CC3)c3ccccc3c2=O)cc1,-1,18%,-2%,2,-5%,4%,7,-5%,0%,-3
Clc1ccc(NCc2cccnc2)cc1,15,-20%,-25%,1,9%,3%,-11,-1%,7%,2

# Laid out differently: entries from further up.
# Below each SMILES: TRPV1 ag | Integrin act MD | MLL CXXC-DNA inh | Coupling enz | MBNL1-CUG inh | S-ASM inh | KCNH2 3.1 inh | GALK inhibitor | AT treatment | hERG WT inh
- NC(=O)NN=C1C2CCCC1C(c1ccccc1)NC2c1ccccc1 (configuration not stated)
→ 3 | ? | 1% | -2 | -7% | -4% | 2 | 1% | 5% | -3
- Cc1c(O)c(CN2CCCCC2)cc2c3c(c(=O)oc12)CCC3
→ 5 | -8%[7.66 µM] | -2% | 0 | 11% | i | -10 | -2% | 5% | -8
- CC(O)[C@@H](C(=O)N1CCNCC1)n1cc(CCCCN)nn1 (some centres not stated)
→ -1 | 17% | -16% | 1 | 0% | 0% | 2 | 2% | -14% | -22
- Cc1cc2oc(=O)cc(COC(=O)Cn3cnnn3)c2cc1C(C)C
→ -1 | 0%[7.66 µM] | 7% | 0 | -12% | -2% | -9 | 1% | 0% | 7

# Reformatted: entries from further up
smiles	TRPV1 ag	Integrin act MD	MLL CXXC-DNA inh	Coupling enz	MBNL1-CUG inh	S-ASM inh	KCNH2 3.1 inh	GALK inhibitor	AT treatment	hERG WT inh
Cc1c(O)c(CN2CCCCC2)cc2c3c(c(=O)oc12)CCC3	5	-8%[7.66 µM]	-2%	0	11%	i	-10	-2%	5%	-8
NS(=O)(=O)c1ccc(CCNC(=O)c2ccc(CS(=O)(=O)c3ccc(Br)cc3)o2)cc1	-1	10%	-3%	1	-5%	-1%	14	-5%	-3%	-4
Cc1ccc(COc2ccc(C(=O)NN)cc2)cc1	2	-19%	17%	1	-4%	-3%	-5	9%	-1%	-2
COc1ccc(/C(C)=N/NC(=O)C2CC2)cc1	5	44%	?	0	-1%	6%	-3	1%	-1%	4

# Following part
SMILES,TRPV1 ag,Integrin act MD,MLL CXXC-DNA inh,Coupling enz,MBNL1-CUG inh,S-ASM inh,KCNH2 3.1 inh,GALK inhibitor,AT treatment,hERG WT inh
CCn1c(/C=C/c2ccccc2)nc2ccccc21,?,-33%,11%,-11,6%,269%[activator],1,0%,1%,-16
COc1ccc(S(=O)(=O)N2CCN(C(=O)COc3ccc4c(C)cc(=O)oc4c3)CC2)cc1,0,-28%,7%,2,5%,48%[activator],-2,0%,12%,6
CC(=O)NCC12CC3CC(C1)CC(C(=O)O)(C3)C2,-5,-3%,2%,0,-10%,6%,5,-2%,3%,7
Cc1cc(C2=NNC(=Nc3ccc(S(=O)(=O)N4CCOCC4)cc3)SC2)c(C)n1CC1CCCO1 (configuration not stated),-5,-33%[inhibitor],7%,1,1%,-3%,-15,-2%,-4%,-3
CCCn1c(Cc2ccccc2)nnc1SCC(=O)N1CCOCC1,-1,-8%,-3%,0,10%,1%,-8,-1%,4%,5
Cn1c(SCC(=O)N2c3ccccc3Sc3ccccc32)nnc1-c1ccco1,-3,33%,-3%,6,12%,-2%,-5,1%,9%,-27
C[n+]1ccccc1/C=C/c1ccc(F)c(F)c1,0,-6%,-1%,-3,18%,-1%,49,0%,9%,-1
COC(=O)C1=C2SCC(=O)N2C(N)=C(C#N)C1,.,-7%,-3%,2,.,4%,-5,0%,1%,5
CCc1cccc(C)c1NC(=O)c1ccc2nc(N3CCOCC3)sc2c1,3,-9%,9%,0,-6%,2%,-4,.,-1%,-7
O=C(CSc1nnc(-c2ccco2)o1)c1ccc([N+](=O)[O-])cc1,0,8%,-23%,1,?,0%,-42,.,6%,-17
COc1cc(/C=C(/Sc2nnc(-c3ccc(F)cc3)o2)C(=O)O)ccc1OC(F)F,6,?,6%,6,6%,-2%,2,6%,-2%,-9
O=C(Cn1ncn2cccc2c1=O)N1CCCCC1,0,13%,9%,2,-4%,1%,-7,3%,-11%,-15
O=c1c2ccccc2nc2n1CCCCC2,3,3%,4%,0,-2%,2%,0,-2%,0%,1
O=C(O)C[C@H]1c2cc(C(F)(F)F)ccc2S(=O)(=O)N1Cc1ccccc1,.,4%,.,.,.,-5%,6,.,.,3
O=C(OCC(=O)N1CCN(C(=O)c2ccco2)CC1)c1cc(-c2ccc(Cl)c(Cl)c2Cl)nc2ccccc12,10,-34%,-7%,0,6%,0%,-39,1%,2%,11
COCCSc1nnc(NC(=O)CS(=O)(=O)c2ccc(C)cc2)s1,0,0%,32%,2,1%,1%,-4,-2%,0%,-3
CCOC(=O)c1sc2nc(SC)nc(-c3ccc(Cl)cc3)c2c1N,-1,4%,-9%,0,-6%,-2%,3,4%,-4%,-6
CCOC(=O)C(C)S(=O)(=O)c1ccc(C(F)(F)F)cn1 (configuration not stated),2,-5%,1%,0,-4%,1%,2,1%,1%,0
O=Cc1c(NC2CCCCC2)c2ccccc2[nH]c1=O,25,-6%,-11%,4,-2%,8%,4,-3%,10%,1
O=c1ccc2cc(S(=O)(=O)N3CCN(c4cc(Cl)ccc4Cl)CC3)ccc2o1,8,2%,7%,3,4%,-4%,-10,3%,.,0
CCOc1ccc(C2=NNC(c3cccs3)=Nc3ccc(OCC)cc32)cc1,25,.,6%,1,-2%,.,.,0%,-2%,.
CCC(=O)NNC(=O)CCC(=O)Nc1ccccc1,-5,.,-1%,.,-12%,.,.,-3%,-6%,.
COc1ccccc1-c1cc(C(=O)NCc2ccc(F)cc2)no1,?,28%,0%,0,-10%,-2%,-7,-7%,-2%,-5
C=CCNC(=O)COC(=O)c1nc2nccc(C)n2n1,1,-2%,-2%,2,-4%,2%,4,7%,-9%,-3
O=C(CC1C(=O)NCCN1Cc1ccoc1)NCc1cccc(OC(F)(F)F)c1 (configuration not stated),3,-35%,-2%,2,10%,2%,14,1%,5%,0
CCOc1ccc(N(CC(=O)N2CCCC2)S(=O)(=O)c2ccc(Cl)cc2)cc1,?,14%,18%,0,3%,1%,-10,4%,19%,-2
CCN(CC(=O)NC1CCS(=O)(=O)C1)S(=O)(=O)c1cc(Br)ccc1Br (configuration not stated),0,0%,.,.,.,.,-6,.,-2%,2
Cc1ccc(S(=O)(=O)NCC(=O)N(CC(=O)NCc2ccco2)Cc2ccc(F)cc2)cc1,4,3%,1%,2,-3%,2%,5,-1%,-4%,2
CCc1cccc(C)c1N(C(=O)Cn1c(=O)[nH]c2ccccc21)C(C)COC (configuration not stated),5,-12%,-5%,3,1%,-1%,-1,-4%,10%,4
COc1ccc(N2CCN(C(=O)CCNC(=O)Cn3ccc4ccccc4c3=O)CC2)cc1,-1,27%,4%,-3,3%,2%,5,0%,2%,-3
